Mito fusion act = qHTS Assay for Small Molecule Inhibitors of Mitochondrial Division or Activators of Mitochondrial Fusion; S. cerevisiae fusion-defective mutant growth rescue, CellTiterGlo 48 h; AID 485298, 2010; Potency, µM (titrated, usually from 46.1 µM), inactives show at the highest dose growth rescue (activation), actives largely listed as activators; actives 0.23% (n = 320,000);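 further: potency means the concentration at half of the fitted maximal effect; % of control where 0% means no effect; nearly all actives have a fitted effect of over 45% in size; temperature-sensitive fusion mutants such as fzo1-1 at 37 °C on non-fermentable ethanol glycerol medium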
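Growth-rescue viability read-out: after 48 h at the non-permissive 37C in glycerol/ethanol YPEG, yeast mitochondrial fusion mutants are measured by CellTiterGlo luminescence; compounds (23 nl pinned per well) restoring growth score as division inhibitors or fusion activators.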
ELG1 DNA repair = qHTS screen for small molecules that inhibit ELG1-dependent DNA repair in human embryonic kidney (HEK293T) cells expressing luciferase-tagged ELG1 | HEK293T ELG1-luciferase reporter, luminescence, 16 h; DNA damage induced by 5-fluorouridine | Potency, µM (titrated, usually from 46.1 µM), for the others: at the top dose activity change, negative = inhibition, actives largely listed as inhibitors | actives 2.3% (n = 330,000) | AID 504467, 2011; further: potency means the concentration at half of the fitted maximal effect; on the % scale 0 is the no-effect control and ±100 the full control effect; nearly all actives have a fitted effect of over 55% in size
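HEK293T cells expressing luciferase-tagged ELG1 (2,000/well) received 5-Fluorouridine plus compound or DMSO for 16 hr at 37 °C. Luciferase was read by ONE-Glo luminescence after 30 min at room temperature.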
PTAP TSG101 blk = qHTS Assay for Iinhibitors of HIV-1 Budding by Blocking the Interaction of PTAP/TSG101. Tumor susceptibility gene 101 protein (Homo sapiens), Q99816. Fluorescence polarization, FITC-PTAP peptide / Tsg101 binding. Potency, µM (top dose mostly 115 µM), inactives show at the top dose activity change, negative = inhibition, most hits filed as inhibitors. 340,000 tested, under 10 active. AID 493005, 2010; active means well fitted inhibition curve with a large enough effect in the main read-out, with a control signal flat, not every such curve was filed as active; inconclusive means small, poorly fitted or top-dose-only effect, or effect the other way, or a change in a side signal; inactive means no such curve, though single readings can be large or run the other way; further: potency means the concentration at half of the fitted maximal effect; % of control where 0% means no effect
Target sequence (Q99816 whole entry, looked up): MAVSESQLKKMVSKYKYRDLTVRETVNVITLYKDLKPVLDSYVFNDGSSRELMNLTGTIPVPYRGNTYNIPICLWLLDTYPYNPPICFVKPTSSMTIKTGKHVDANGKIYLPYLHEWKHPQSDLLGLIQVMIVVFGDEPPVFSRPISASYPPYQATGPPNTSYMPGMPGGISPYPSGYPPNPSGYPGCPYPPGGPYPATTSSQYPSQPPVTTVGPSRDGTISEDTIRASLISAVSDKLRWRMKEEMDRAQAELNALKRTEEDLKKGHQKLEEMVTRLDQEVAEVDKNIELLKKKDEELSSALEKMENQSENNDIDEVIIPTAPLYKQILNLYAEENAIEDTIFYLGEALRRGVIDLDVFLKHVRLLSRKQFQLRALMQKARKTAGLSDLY
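Steps: Tsg101 binding domain dispensed (10 uM final), compounds pinned in DMSO, FITC-labeled PTAP-motif peptide added (50 nM final); after 20 min binding at room temperature, polarization measured.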
USP2a inh = qHTS Assay for Inhibitors of Ubiquitin-specific Protease USP2a Using CHOP2 as the Reporter | USP2 core, Ub-CHOP2 coupled fluorogenic reporter, 485/531 | Potency, µM (series often up to 38.3 µM), for the others: at the top dose activity change, negative = inhibition, actives largely listed as inhibitors | AID 463254, 2010 | actives 0.01% (n = 330,000) | Ubiquitin carboxyl-terminal hydrolase 2 (Homo sapiens), O75604;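 further: potency means the concentration at half of the fitted maximal effect; plate controls were DMSO wells for no effect and full inhibition by NEM control for full effect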
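USP2 core (10nM final) preincubated 30min RT with compound in 20mM Tris-HCl pH 8.0, 2mM CaCl2, 2mM beta-mercaptoethanol, 0.05% CHAPS; 25nM Ub-CHOP2 plus 25nM reporter substrate added, fluorescence (Ex485/Em531) read after 60min.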
TSHR antagonist = Antagonists of the Thyroid Stimulating Hormone Receptor: HTS campaign; Thyrotropin receptor (Homo sapiens), P16473; TSHR-expressing cells, TSH-stimulated cAMP HTRF, 2 h; active compounds read low; activity change, negative = inhibition, % at 11.5 µM; actives 0.2% (n = 330,000); AID 504810, 2011;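 active means activity change below a set negative limit, meaning inhibition stronger than a set level, cut at about -70% in these data; inconclusive means activity change between two set negative limits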; further: on the % scale 0 is the no-effect control and ±100 the full control effect
Target sequence (P16473 whole entry, looked up): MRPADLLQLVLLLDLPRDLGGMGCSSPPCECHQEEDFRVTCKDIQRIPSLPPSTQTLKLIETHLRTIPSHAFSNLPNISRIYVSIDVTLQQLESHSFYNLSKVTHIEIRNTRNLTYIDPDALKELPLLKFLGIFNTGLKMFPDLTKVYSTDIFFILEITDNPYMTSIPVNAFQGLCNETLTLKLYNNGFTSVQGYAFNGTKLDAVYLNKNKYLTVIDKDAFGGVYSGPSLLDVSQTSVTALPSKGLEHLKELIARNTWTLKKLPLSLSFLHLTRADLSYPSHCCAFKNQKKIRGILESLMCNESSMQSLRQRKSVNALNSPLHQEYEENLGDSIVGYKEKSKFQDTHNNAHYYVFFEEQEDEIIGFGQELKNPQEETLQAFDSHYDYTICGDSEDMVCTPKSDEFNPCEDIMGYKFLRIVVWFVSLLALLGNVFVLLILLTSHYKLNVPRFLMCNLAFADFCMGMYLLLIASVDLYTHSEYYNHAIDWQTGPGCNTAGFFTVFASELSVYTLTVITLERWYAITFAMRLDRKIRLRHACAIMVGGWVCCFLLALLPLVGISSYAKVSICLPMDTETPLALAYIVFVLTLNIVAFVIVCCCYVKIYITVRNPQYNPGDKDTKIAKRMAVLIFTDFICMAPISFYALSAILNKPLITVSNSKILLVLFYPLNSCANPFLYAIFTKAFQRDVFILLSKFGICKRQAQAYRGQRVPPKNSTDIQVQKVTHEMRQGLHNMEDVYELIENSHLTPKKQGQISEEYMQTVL
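Inhibition of cAMP made by TSHR-expressing cells under TSH stimulation (4nM final, EC80; 2 h, 37 deg C) is quantified with a one-step lysis HTRF kit, anti-cAMP cryptate versus cAMP-d2.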
Eya2 inh = qHTS Assay for Inhibitors of the Phosphatase Activity of Eya2. Protein phosphatase EYA2 (Homo sapiens), O00167. recombinant Eya2, OMFP fluorescence dephosphorylation (OMFP is methylfluorescein phosphate). Potency, µM (highest dose often 76.9 µM), for the others: top-dose activity, negative = inhibition, most hits filed as inhibitors. actives 0.006% (n = 330,000); further: potency means the concentration at half of the fitted maximal effect; on the % scale 0 is the no-effect control and ±100 the full control effect
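Eya2 protein (added as 0.2 uM solution) was preincubated with compound for 10 min at ambient temperature in 50 mM HEPES pH 7.5, 50 mM NaCl, 5 uM MgCl2, 0.05% BSA, 1 mM DTT. OMFP (added at 50 uM) then reacted 10 min; fluorescence read at 485/525 nm.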
TCR activator = Activators of T cell receptors: qHTS campaign | primary human leukocytes, anti-CD3, IL-2 HTRF, 48 h | Potency, µM (doses to about 9.22 µM), inactives show at the top dose activation of IL-2 secretion, hits mostly activators | 330,000 tested, under 10 active | AID 504894, 2011; further: % of control where 0% means no effect
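Human primary leukocytes + a-CD3 beads + cpd, 48 hr; IL-2 in supernatant by HTRF (ex 320nm / em 665nm). No co-stimulatory signal supplied.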
Tb PFK inh = qHTS Assay to Find Inhibitors of T. brucei phosphofructokinase; Potency, µM (highest dose often 57.5 µM), for inactives: at the top dose activity, negative = inhibition, hits mostly inhibitors; actives 0.17% (n = 330,000); T. brucei PFK, ADP-Glo luminescence; AID 485367, 2010; ATP-dependent 6-phosphofructokinase (Trypanosoma brucei brucei), O15648;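 further: potency means the concentration at half of the fitted maximal effect; 0% = uninhibited 1x PFK enzyme wells and -100% = no-enzyme wells; nearly all actives have a fitted effect of over 60% in size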
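ADP-Glo luminescence quantified ADP after 45 min at room temperature, with 1.25 nM T. brucei PFK, 0.1 mM ATP and 0.5 mM fructose-6-phosphate in pH 8.0 TEA buffer. qHTS titrations up to 57 µM; curves classified by quality.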
BCR signal inh = qHTS Assay to Find Inhibitors of Chronic Active B-Cell Receptor Signaling. ABC-DLBCL IkBa-CBG/CBR reporter, luminescence ratio, 4 h. actives 0.05% (n = 340,000). AID 493014, 2011. Potency, µM (titrated, usually from 46.1 µM), without a hit: at the top dose ratio change, negative = lower green/red ratio, usual class: inhibitors; active means well fitted inhibition curve with a large enough effect in the signal ratio, with a control signal flat, not every such curve was filed as active; inconclusive means small, poorly fitted or top-dose-only effect, or effect the other way, or a change in a side signal; the % refers to the signal ratio;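 further: potency means the concentration at half of the fitted maximal effect; plate controls were basal doxycycline-induced cells for no effect and cells given 10 µM MG132 for full effect; MG132 reads +100%, hits lower the ratio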
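Doxycycline induced both beetle luciferases in TMD8 lymphoma cells; IKK-driven degradation limits the IkappaBalpha-fused green signal, while red luminescence normalises for cell number and nonspecific effects. Compounds tested up to 46 uM, 4 hrs.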
B2AR arrestin = qHTS assay of beta-arrestin-biased ligands of beta2-adrenergic receptor; beta-arrestin recruitment to beta2AR, cell-based reporter; Beta-2 adrenergic receptor (Homo sapiens), P07550; actives 0.02% (n = 330,000); Potency, µM (highest dose often 46.1 µM), for the others: top-dose activation, actives largely listed as activators;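 further: potency means the concentration at half of the fitted maximal effect; 0% = DMSO controls and full agonism = EC100 isoproterenol or metaproterenol; nearly all actives have a fitted effect of over 65% in size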
uPA generation = qHTS for Inhibitors of Cell Surface uPA Generation; Potency, µM (titrated, usually from 38.3 µM), without a hit: at the highest dose activity change, negative = inhibition, hits mostly inhibitors; cell surface uPA generation assay, qHTS; actives 0.31% (n = 330,000); active means well fitted inhibition curve with a large enough effect; inconclusive means small, poorly fitted or top-dose-only effect; inactive means no such curve, though single readings can be large or run the other way; tested in mouse RAW 264.7 cells; further: potency means the concentration at half of the fitted maximal effect; on the % scale 0 is the no-effect control and ±100 the full control effect; nearly all actives have a fitted effect of over 55% in size
Starred values were filed as active, the others as inactive; ? = inconclusive; . = not tested or not shown; & = joins results of further samples; [ ] = remark or other dose. Unless noted, the call rests on the fitted dose curve; in most records, active means well fitted curve in the direction sought with a large enough effect; inconclusive means small, poorly fitted or top-dose-only effect, or another doubt; inactive means no such curve, though single readings can be large; an effect the other way counts as inactive or inconclusive.

SMILES	Mito fusion act	ELG1 DNA repair	PTAP TSG101 blk	USP2a inh	TSHR antagonist	Eya2 inh	TCR activator	Tb PFK inh	BCR signal inh	B2AR arrestin	uPA generation
COc1ccccc1N1CCN(CCN(C(=O)c2ccc(F)cc2)c2ccccn2)CC1	1%&1%	-27%	0%	-1%	-12&-1	3%&-1%	15%	-10%	3%	0.1%	3%
COC(=O)c1[nH]c2ccccc2c1NC(=O)c1ccccc1[N+](=O)[O-]	-2%	3%	-1%	0%	-2	5%	-2%[46.1 µM]	2%	-1%	-0.3%	5%
COc1ccc(C(=O)/C=C/C(=O)N(CC(=O)NC2CCCCC2)Cc2ccccc2OC)c(O)c1	-4%	?	-1%	2%	-24	1%	6%	1%	?	-0.2%	-11%
COC(=O)Nc1ccc(S(=O)(=O)Nc2cccc3ccccc23)cc1	12%	?	-4%	-2%	1	-3%	4%[46.1 µM]	2%	?	0.5%	-9%
O=S(=O)(Nc1ccc(F)cc1)c1ccc(NC(=S)Nc2ccccc2)cc1	-7%	-23%	-2%	-1%	-1	-1%	-1%	0%	-4%	-0.2%	12%
COC(=O)CCC(=O)Oc1ccc(OC(=O)CCC(=O)OC)cc1	-3%	?	.	0%	7	-6%	.	-1%	?	-0.3%	.
O=C1CC(N2CCN(c3ccccc3)CC2)C(=O)N1c1cccc(Br)c1 (configuration not stated)	-10%	1%	-1%	0%	5	-3%	2%	-8%	0%	-0.2%	8%
O=C(O)/C=C/C(=O)NCCc1cccc(Cl)c1	-6%	11%	-4%	-1%	-7	9%	-2%	-17%	-9%	0.0%	-3%
O=C(CN(c1cccc(Cl)c1)S(=O)(=O)c1ccc(Cl)cc1)N1CCc2ccccc2C1	.	-7%	-1%	-3%	-6	2%	-12%	2%	?	-0.2%	3%
COc1cc(CCC(=O)Oc2ccc(C(C)=O)cc2)cc(OC)c1OC	-22%	1%	1%	1%	5	-11%	0%[46.1 µM]	-6%	-9%	-0.2%	4%
CC(C)(C(=O)O)n1cncn1	?	1%	-2%	2%	7	-4%	2%	2%	0%	0.1%	1%
Cc1cc(/C=C2/C(=O)N(C)C(=S)N2C)c(C)n1C1CC1	11%	?	0%	0%	5	1%	-3%	8%	-3%	-2.6%	-13%
Cn1c(-c2ccc(C(F)(F)F)cc2)cc2onc(-c3ccccc3)c2c1=O	3%	?	.	1%	-9	16%	-2%	0%	-7%	0.1%	10%
c1ccc(-c2csc3ncnc(NCc4ccccn4)c23)cc1	3%	12µM*	-1%	-2%	-22	1%	4%	-5%	?	0.2%	?
CCOc1ncccc1C(=O)OC(C)C(=O)Nc1ccc(N2CCOCC2)cc1 (configuration not stated)	.	0%	0%	3%	.	-18%	-1%	0%	?	-0.1%	-17%
COC(=O)C1=C(C)N(Cc2ccccc2)C(=S)N[C@H]1CCc1ccccc1	-5%	.	.	0%	-16	3%	.	-12%	37%	-0.6%	.
COc1ccc(OC)c(NC(=O)c2nnn(Cc3ccccc3C)c2N)c1	7%	11µM*	-2%	1%	18	-16%	-1%	-11%	-4%	4.0%	.
Cc1cccc(N2CCN(C(=O)COc3ccc4ccc(=O)oc4c3)CC2)c1C	?	-14%	-8%	4%	-14	6%	1%	4%	-8%	0.4%	15%
COc1ccc(-c2cc([C@H]3[C@H]4C=CC[C@@H](C)[C@@H]4C(=O)N3Cc3ccccc3)ccc2F)cc1	-7%	-7%	-3%	7%	0	-6%	4%	1%	2%	-0.6%	4%
COc1cccc(CC(=O)NC2CCCN(Cc3ccccc3F)C2)c1 (configuration not stated)	3%	3%	3%	-1%	-9	7%	1%	-1%	1%	-0.3%	-7%
CCc1noc(C)c1C(=O)Nc1ncc(C)s1	3%	?	1%	0%	-4	10%	.	-12%	?	-0.1%	-2%
CN(C(=O)CSc1nnc(-c2ccccc2F)o1)c1ccccc1	7%	?	-2%	3%	-1	15%	-22%	-1%	0%	0.2%	-2%
CCCCCC(=O)NNC1CC(=O)N(c2cccc(OCC)c2)C1=O (configuration not stated)	-2%	?	-2%	-5%	26	29%	1%	-5%	5%	4.0%	1%
O=C(CSc1nnc(Cc2cc(=O)[nH]c(=O)[nH]2)n1-c1ccccc1)N1CCCCC1	1%	1%	-3%	3%	2	-8%	-5%	-6%	-3%	-0.8%	-13%
O=C(NCC1CCCO1)c1cc([N+](=O)[O-])ccc1Cl (configuration not stated)	5%	2%	-2%	0%	2	-2%	-6%	-10%	?	-0.8%	-1%
Cc1cccc(NC(=O)CN2CCN(C(=O)c3cnn(Cc4ccccc4)c3)CC2)c1C	0%	-4%	-1%	-4%	-26	-3%	6%	-9%	?	-0.3%	-6%
Cn1nc(C(=O)N2CCC(C(N)=O)CC2)c2c1-c1ccccc1SC2	0%	21%	-3%	1%	18	-3%	2%	-1%	0%	-0.4%	-1%
CCCCCCCCn1c2c(c(=N)c3c1CCC3)CCCC2	-35%[inhibitor]	?	-3%	12%	-10	-7%	-4%	0%	?	0.3%	-18%
O=C1OC(N2CCN(c3ccccn3)CC2)c2ccccc21 (configuration not stated)	-6%	-7%	-6%	0%	17	8%	-2%	4%	3%	0.4%	0%
COC(=O)c1ccc(/C=C/c2nc3ccccc3c(=O)[nH]2)cc1	-4%	?	-1%	2%	-1	17%	4%	1%	-11%	-0.6%	0%
COC(=O)c1ccsc1NC(=O)CCS(=O)(=O)c1ccc(Cl)cc1	2%	24%	0%	3%	-7	-11%	-3%	-1%	?	-0.2%	?
COc1cccc(CN2CCN(C(=O)c3cccs3)CC2)c1OC	-2%	-5%	-3%	3%	-5	-6%	3%	3%	-2%	0.2%	2%
C=C(C)Cn1c(N2CCN(CC)CC2)nc2c1c(=O)[nH]c(=O)n2C	2%	2%	-2%	0%	6	5%	0%	-3%	1%	0.0%	0%
COc1ccc(-n2c(C)cc(/C=N/Nc3nnc(C)n3N)c2C)cc1	1%	0%	-15%	-12%	7	-29%	0%[46.1 µM]	1%	-10%	0.0%	-10%
Cc1csc(=Nc2ccccc2)n1C	-11%	?	0%	-1%	7	1%	-8%	-6%	-2%	0.0%	2%
CC(=O)c1sc(NC(=O)c2ccc(C(C)(C)C)cc2)nc1C	-7%	?	-2%	2%	-17	12%	1%	-7%	?	-0.6%	-2%
COc1cccc(CCC(=O)N2CCC(n3nccc3NC(=O)C3CCOC3)CC2)c1 (configuration not stated)	4%	7%	-3%	-1%	48	5%	-4%	-5%	7%	0.5%	3%
O=C1CCN(C(=S)NCCc2ccccc2)CC1	-3%	?	-1%	1%	12	-7%	2%	7%	2%	0.1%	-2%
Clc1ccc(Nc2nc3ccccc3n3nnnc23)cc1	5%	23%	-5%	2%	5	10%	0%	0%	?	0.1%	.
CCCCCc1nnc(NC(=O)C2CCCO2)s1 (configuration not stated)	-4%	?	-6%	2%	8	-14%	3%	-3%	?	0.1%	.
COc1ccc(-c2ccc(=O)n(Cc3cc(=O)n4ccccc4n3)n2)cc1	-9%	-7%	-3%	-1%	15	-5%	1%	10%	?	-0.2%	-4%
CC(=O)Nc1ccc(NS(=O)(=O)c2cc(Cl)sc2Cl)cc1	1%	-6%	0%	1%	12	-19%	2%	-1%	-1%	-0.2%	1%
Cn1cc(S(=O)(=O)N2CCCC2)cc1C(=O)Nc1cccc(C(F)(F)F)c1	-1%	1%	0%	2%	0	2%	10%	-5%	-15%	0.1%	-2%
CC(Oc1cccc(Cl)c1)C(=O)Nc1ccc(S(=O)(=O)N(C)C2CCN(C)CC2)cc1 (configuration not stated)	-2%	5%	-3%	0%	1	2%	-6%	-3%	3%	-0.4%	-11%

Bioassay records deposited in PubChem BioAssay by National Center for Advancing Translational Sciences (NCATS).
